Screening results (PubChem)
Efa HMGR inh = E. faecalis class II HMG-CoA reductase inhibition. purified E. faecalis HMGR, NADPH absorbance 340 nm kinetic. inhibition, % at 10 µM. hit rate 0.41% among 190,000. AID 1066;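 active = inhibition above a set limit, the median over all tested compounds plus 3 SD, cut at about 9.5% in these data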;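 also: enzyme runs in reverse so mevalonate oxidation gives rising NADPH absorbance; 0% = complete reaction with DMSO and 100% = background rate lacking mevalonate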
PPARg SRC-1 ag = PPARgamma-driven SRC-1 recruitment agonism | PPARgamma-SRC-1 coactivator recruitment biochemical assay | activation, % at 8 µM | hit rate 0.41% among 200,000 | AID 631; in the data active = activation above about 19%;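 also: 0% = DMSO and 100% = reference agonist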
Target sequence (P37231 whole entry, looked up): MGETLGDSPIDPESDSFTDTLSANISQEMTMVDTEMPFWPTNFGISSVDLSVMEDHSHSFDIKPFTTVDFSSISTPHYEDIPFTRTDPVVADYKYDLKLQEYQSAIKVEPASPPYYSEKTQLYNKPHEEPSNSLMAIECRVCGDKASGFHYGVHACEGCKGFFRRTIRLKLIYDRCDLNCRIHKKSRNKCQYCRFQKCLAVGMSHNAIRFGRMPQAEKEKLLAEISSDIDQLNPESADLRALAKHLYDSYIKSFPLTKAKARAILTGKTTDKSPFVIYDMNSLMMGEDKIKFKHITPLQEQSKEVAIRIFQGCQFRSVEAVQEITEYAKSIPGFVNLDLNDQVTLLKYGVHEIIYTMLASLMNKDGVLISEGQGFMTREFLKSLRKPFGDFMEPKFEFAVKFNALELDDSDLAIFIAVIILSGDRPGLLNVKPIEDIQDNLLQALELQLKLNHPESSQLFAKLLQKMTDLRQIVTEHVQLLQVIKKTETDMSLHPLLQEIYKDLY
TR-FRET SRC-2 ct = flags TR-FRET format artefacts in PPARgamma SRC-2 recruitment agonist screen | AID 1049 | hit rate 0.4% among 200,000 | TR-FRET artefact counter-screen; active compounds read high | TR-FRET ratio at 8 µM; in the data active = TR-FRET ratio above about 2000; also: inactives centre near 1500
TNAP inh hi DEA = TNAP (human) inhibition, high acceptor; P05186; purified TNAP, CDP-star luminescence, 1 M DEA; inhibition, % at 20 µM; hit rate 0.03% among 200,000; AID 1135;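 active = over 50% inhibition of tissue-nonspecific alkaline phosphatase at 20 µM in the single-dose screen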;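 also: plate controls were DMSO wells for no effect and EDTA-quenched wells as full inhibition for full effect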
PPARg SRC2 recr = promotes SRC-2 coactivator recruitment by human PPARgamma; hit rate 0.34% among 200,000; P37231; activation, % at 8 µM; PPARgamma LBD-SRC-2 recruitment, biochemical; in the data active = activation above about 22%;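 also: 0% = vehicle and 100% = reference agonist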
TNAP act hiacc = increases human TNAP activity under high phosphate acceptor concentration | P05186 | purified TNAP, CDP-star luminescence, 1 M DEA, 30 min; active compounds read high; 0 = EDTA background, 1 = DMSO-only activity | activation factor at 20 µM | 200,000 tested, under 10 active;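 active = activation factor at least 2 at 20 µM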
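Dosing: 20 µM single point. System: human TNAP. Amount: TNAP 1/800 final. Incubation: 30 min, room temperature. Read-out: TNAP activation factor scaled between EDTA and DMSO control wells. Signal: luminescence from CDP-star hydrolysis. Medium: 1 M DEA, pH 9.8, Mg2+, Zn2+. Control set: EDTA negative control, DMSO positive control.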
bIAP activator = intestinal alkaline phosphatase (bovine) activation; purified bovine IAP, CDP-star luminescence, 30 min; active compounds read high; fold of DMSO-control signal, blank-subtracted; activation factor at 20 µM; hit rate 0.17% among 200,000; AID 1016;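 active = activation factor of 2 or more at 20 µM, a signal rise over negative controls twice the positive control's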
PPARg SRC3 recr = agonists of human PPARgamma SRC-3 coactivator recruitment; activation, % at 8 µM; AID 731; hit rate 0.26% among 200,000; biochemical PPARgamma/SRC-3 coactivator recruitment assay; P37231; in the data active = activation above about 23%;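 also: 0% = DMSO and 100% = reference agonist; some compounds past the cut are filed as inactive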
TNAP inh noacc = blocks human TNAP activity with no phosphate acceptor present. P05186. purified TNAP, CDP-star luminescence, 30 min. inhibition, % at 20 µM. hit rate 0.26% among 200,000;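 active = tissue-nonspecific alkaline phosphatase inhibition above about 50% at 20 µM in the single-dose screen, limit read from the data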;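 also: 0% = DMSO negative control and 100% = EDTA positive control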
bIAP inh = blocks bovine intestinal alkaline phosphatase activity. purified bovine IAP, CDP-star luminescence, 30 min. inhibition, % at 20 µM. 190,000 tested, under 10 active. AID 1019;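 active = over 50% inhibition of intestinal alkaline phosphatase at 20 µM in the single-dose screen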
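Assay system: bovine IAP enzyme; medium: DEA buffer 100 mM, pH 9.8, with MgCl2 1.0 mM, ZnCl2 0.02 mM; doses: 20 µM single dose; incubation: enzyme reaction for 30 min at room temperature; detection: CDP-star luminescence signal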
An asterisk follows results filed as active; / = not tested or not shown. The order is random; overall some 1.6% were active at least once.

Results follow in this order: Efa HMGR inh	PPARg SRC-1 ag	TR-FRET SRC-2 ct	TNAP inh hi DEA	PPARg SRC2 recr	TNAP act hiacc	bIAP activator	PPARg SRC3 recr	TNAP inh noacc	bIAP inh
1. O=C(Nc1cc(Cl)ccc1Oc1ccccc1)c1ccc(F)cc1
 : -2	0	1354	6	0	0.9	1	-4	6	2
2. O=C(Nc1ccc(Br)c(Cl)c1)C1CC1
 : -1	0	1564	-4	6	1	0.9	-17	0	13
3. CN1CCc2c(OCC(=O)N3CCCc4ccccc43)cccc2C1=O
 : 3	-3	1438	-6	0	1.1	1	3	-20	0
4. CN(C)CCNC(CC(=O)Nc1ccc(Cl)c(Cl)c1)C(=O)O (stereo not drawn)
 : /	4	1484	/	5	/	/	12	/	/
5. COCCCNC(=O)/C=C/c1cccc(Cl)c1
 : -2	1	1616	-6	13	1.1	1.1	-2	-13	-6
6. CCCCN(CC)C(=O)Cn1ncc2c1-c1cc(C)ccc1OC2
 : 1	4	1463	-8	-10	1.1	1	-7	-17	3
7. CCCOP(=O)(OCCC)C(Nc1cccc(C(F)(F)F)c1)c1ccc(C)cc1 (stereo not drawn)
 : -4	-6	1549	-4	5	1	1	-4	-7	3
8. Cn1c(SCc2cc(=O)[nH]c3ccccc23)nnc1-c1ccco1
 : -2	-5	1427	-3	3	1	0.8	-17	-11	17
9. CC1CCCCC1NC(=O)COC(=O)Cc1ccc(Br)cc1 (stereo not drawn)
 : -9	0	1521	-7	-5	1.1	0.9	-2	-5	6
10. CN(Cc1cn(C)nc1-c1ccccc1F)CC1CCCCO1 (stereo not drawn)
 : -2	3	1557	-2	1	1	1.1	-2	-6	-11
11. Cc1[nH]nc2c1C(c1ccc(F)cc1)C1=C(CC(C)(C)CC1=O)N2 (stereo not drawn)
 : 0	8	1607	-6	-3	1.1	1	6	-13	5
12. COc1ccc(N=Cc2c(C)[nH][nH]c2=O)cc1
 : -7	2	1573	3	-1	1	1.3	6	-57	-33
13. CCOC(=O)c1cn(CC)c2ccc(S(=O)(=O)N3CC(C)CC(C)C3)cc2c1=O (stereo not drawn)
 : -10	-5	1540	0	7	1	0.9	2	-3	7
14. CS(=O)(=O)Nc1ccc(C(=O)NC2CC3CCC2C3)cc1 (stereo not drawn)
 : -10	2	1407	-1	7	1	0.9	4	-8	11
15. O=C(NCc1ccccn1)c1ccc(Cn2cc(C(F)(F)F)ccc2=O)cc1
 : 1	8	1772	-5	-4	1	1.1	-2	-12	-5
16. CCOC(=O)c1cn2cccnc2n1
 : 0	2	1584	0	5	1	1	3	-5	4
17. C=CCN1C(=NC(=O)CC)SC2CS(=O)(=O)CC21 (stereo not drawn)
 : 1	6	1516	-5	8	1	0.9	10	-12	8
18. Cc1cc(NC(=O)C2C3C(=O)N(Cc4ccc(Cl)cc4)C(C(=O)NC(C)(C)C)C34C=CC2(C)O4)no1 (stereo not drawn)
 : -3	-6	1600	-2	9	1	1	-1	-12	-2
19. COC(=O)CCn1c(C)cc(C(=O)COc2ccccc2C(N)=O)c1C
 : /	1	1682	0	5	1	1.1	4	2	-8
20. CS(=O)(=O)N(CC(=O)NCc1ccc(Cl)cc1)C1CCCCC1
 : 2	-4	1385	4	5	1	1	5	-5	2

Reprinted: compounds 16–17
Results follow in this order: Efa HMGR inh	PPARg SRC-1 ag	TR-FRET SRC-2 ct	TNAP inh hi DEA	PPARg SRC2 recr	TNAP act hiacc	bIAP activator	PPARg SRC3 recr	TNAP inh noacc	bIAP inh
16. CCOC(=O)c1cn2cccnc2n1
 : 0	2	1584	0	5	1	1	3	-5	4
17. C=CCN1C(=NC(=O)CC)SC2CS(=O)(=O)CC21 (stereo not drawn)
 : 1	6	1516	-5	8	1	0.9	10	-12	8

Continued:
Results follow in this order: Efa HMGR inh	PPARg SRC-1 ag	TR-FRET SRC-2 ct	TNAP inh hi DEA	PPARg SRC2 recr	TNAP act hiacc	bIAP activator	PPARg SRC3 recr	TNAP inh noacc	bIAP inh
21. O=C(c1ccco1)N1CCN(c2nc3ccsc3c(=O)s2)CC1
 : -1	5	1396	1	-1	1	1	-1	-9	5
22. COc1cc(C2C=C(c3cccs3)Nc3ncnn32)cc(OC)c1OC (stereo not drawn)
 : 5	2	1497	-7	4	1.1	1.1	3	-4	-8
23. O=C(Nc1cccc(C(F)(F)F)c1)c1ccc2nc(-c3ccco3)c(-c3ccco3)nc2c1
 : -6	9	1651	8	2	0.9	1.2	10	6	-16
24. CCCCNC(=O)COC(=O)c1cc(Br)ccc1Cl
 : 0	-2	1618	0	1	1	0.8	3	-50	20
25. CN(C)C(=O)c1cc(-c2ccccc2)no1
 : -3	6	1590	-10	4	1.1	1	3	-15	3
26. COc1cccc(-c2cc(=O)c3cc(NC(=O)c4ccc(N(C)C)cc4)ccc3[nH]2)c1
 : -7	5	1585	-5	15	1	0.9	5	-12	13
27. CCN(CC(=O)NC1CCCC1)S(=O)(=O)c1ccc(C)cc1
 : -9	-1	1314	-4	-1	1	0.9	-1	-4	8
28. N#CCC(CNc1ncc(C(F)(F)F)cc1Cl)OC(=O)c1c(F)cccc1F (stereo not drawn)
 : /	-10	1389	/	-1	/	/	1	/	/
29. O=C(NCCCN1CCOCC1)c1cc(-c2ccc3c(c2)OCO3)nc2ccccc12
 : -5	7	1711	-3	5	1	1	8	-11	-2
30. Cc1ccc(SCc2nc(-c3ccccn3)no2)cc1
 : -1	9	1486	-3	1	1	0.9	12	-9	11
31. COc1cc(CC(=O)Nc2sccc2C(N)=O)cc(OC)c1OC
 : -10	3	1525	-6	9	1.1	1	6	-13	-4
32. CCCCCCC(=O)c1c(C)[nH]c(C(=O)OCC)c1C
 : 2	-8	1408	-2	-7	1	0.9	-11	-9	14
33. CC1CCCCN1Cc1c(O)ccc2c(=O)c(-c3nc4ccccc4s3)c(N)oc12 (stereo not drawn)
 : -2	6	1668	0	2	1	1	-3	-55	2
34. CCCCNC(=S)N/N=C1\C(=O)c2cccc3cccc1c23
 : 1	-1	1519	11	-3	0.9	0.8	4	16	18
35. COC(=O)c1cn(NC(=O)/C=C/c2ccc(OC)c(OC)c2)c(=O)c2ccccc12
 : -1	-4	1709	1	-1	1	0.8	1	5	20
36. COc1ccc2oc(C)c(C(=O)Cn3ccnc3)c2c1
 : 2	3	1635	-4	-3	1	1	5	-7	4
37. Clc1ccc(C2NCCc3sccc32)cc1 (stereo not drawn)
 : 1	-2	1412	-2	3	1	1	-2	-6	4
38. CC1(C)CC(=O)C2=C(C1)Nc1[nH]c(=S)[nH]c(=O)c1C2c1ccccc1 (stereo not drawn)
 : -2	9	1534	4	12	1	0.9	20	-4	11
39. COC(=O)c1c(-c2cccnc2)csc1NC(=O)c1cc(C)on1
 : -6	7	1621	2	2	1	1	12	-3	0
40. Cc1nc2cc(C(=O)OCC(=O)N(CC(C)C)C3CCS(=O)(=O)C3)ccc2n1-c1ccccc1 (stereo not drawn)
 : 0	-1	1488	-4	-2	1	1	0	-14	1
41. CC(C)CCOC(=O)C1[C@H]2C(=O)N(Cc3cccs3)C[C@]23C=C[C@H]1O3 (stereo partly drawn)
 : 0	12	1539	-1	-7	1	1	1	-3	-2
42. CC(C)c1ccc(N(C(=O)c2csnn2)C(C(=O)NC(C)(C)C)c2ccncc2)cc1 (stereo not drawn)
 : /	-3	1233	-1	-1	1	1	-7	-8	-1
43. COCc1n[nH]c(=S)n1-c1cccc2ccccc12
 : -4	12	1523	-6	-2	1.1	0.9	3	-7	8
44. COc1cccc(S(=O)(=O)N2CCN(C(=O)c3ccco3)CC2)c1
 : -1	6	1603	-9	4	1.1	0.9	1	-11	8
45. COCCNC(=O)CCc1ccc(S(=O)(=O)Nc2ccc(C)cc2)cc1
 : -1	2	1713	-6	14	1.1	0.9	3	-9	11
46. Cc1cc(NC(NC(=O)c2ccco2)(C(F)(F)F)C(F)(F)F)no1
 : 0	1	1671	-6	0	1.1	0.9	5	-14	13
47. COC(=O)c1ccc(CSc2nnc(CNC(=O)c3ccc(OC)cc3)o2)o1
 : -1	-1	1377	-6	-3	1.1	0.9	-7	1	9
48. COC(=O)c1[nH]c2ccc(C)cc2c1NC(=O)CN1CCN(Cc2ccccc2)CC1
 : -2	0	1409	1	7	1	1	-10	-1	-1
49. COc1ccc(C2=NN(CN3C(=O)C(=O)c4ccccc43)C(c3ccc(C)cc3)C2)cc1 (stereo not drawn)
 : -4	-2	1581	-2	-3	1	0.8	10	-3	19
50. COc1ccc(/C(O)=C2/C(=O)C(=O)N(c3ncccn3)C2c2ccc(OC)cc2)cc1 (stereo not drawn)
 : -6	11	1768	-4	5	1	0.9	0	-9	8
51. CCOCc1nnc(NC(=O)C2c3ccccc3Oc3ccccc32)s1
 : -1	2	1441	-8	4	1.1	0.9	5	-16	12
52. COC(=O)c1ccc(CNC(=O)CSc2nc3sc(C)c(C)c3c(=O)n2C)o1
 : -1	-2	1391	-8	-9	1.1	1	3	-18	2
53. CC1CCC(=NNc2ccc(C(F)(F)F)cc2[N+](=O)[O-])CC1 (stereo not drawn)
 : -6	8	1688	12	10	0.9	0.9	3	-9	7
54. O=C(CSCc1ccc(Cl)cc1)Nc1ccc2c(c1)OCCO2
 : -6	-1	1522	-4	1	1	0.7	1	-14	32
55. CC(=O)C1=C(C)NC(SCC(=O)c2ccc(C)cc2)=C(C#N)C1c1ccco1 (stereo not drawn)
 : -8	0	1602	7	-7	0.9	0.9	-7	1	13
56. COc1ccccc1OCCCCN1CCN(C(c2ccccc2)c2ccccc2)CC1
 : 0	8	1671	-8	7	1.1	1.2	1	-6	-16
